Peg3 prom inh: reduces Peg3 promoter-driven luciferase expression in HeLa; inhibition, % at 20 µM; AID 588405; hit rate 1.7% among 360,000; HeLa PEG-Prom luciferase reporter, luminescence, overnight;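 active means inhibition of at least 50% at 20 µM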
PDI turbidity: inhibitors of human protein disulfide isomerase; inhibition, % at 10 µM; hit rate 0.052% among 350,000; AID 588391; PDI insulin aggregation turbidity, A650, 90 min;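 active means mean inhibition across replicates of 30% or more, whatever share of single replicates reach that level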;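 further: absorbance from insulin aggregation driven by PDI reduction with DTT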
HTR2A ag: mouse HTR2A agonism via beta-arrestin recruitment | P35363 | CHO-K1 mHTR2A beta-arrestin complementation, luminescence; percent of 30 µM serotonin response | activation, % at 7.6 µM | hit rate 0.66% among 360,000;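 active means activation above a run cutoff, the mean activation of all tested compounds plus 3 SD, cut at about 14% in these data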;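 further: 0% = plate median of compound wells and 100% = 30 µM serotonin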
Target sequence (P35363 whole entry, looked up): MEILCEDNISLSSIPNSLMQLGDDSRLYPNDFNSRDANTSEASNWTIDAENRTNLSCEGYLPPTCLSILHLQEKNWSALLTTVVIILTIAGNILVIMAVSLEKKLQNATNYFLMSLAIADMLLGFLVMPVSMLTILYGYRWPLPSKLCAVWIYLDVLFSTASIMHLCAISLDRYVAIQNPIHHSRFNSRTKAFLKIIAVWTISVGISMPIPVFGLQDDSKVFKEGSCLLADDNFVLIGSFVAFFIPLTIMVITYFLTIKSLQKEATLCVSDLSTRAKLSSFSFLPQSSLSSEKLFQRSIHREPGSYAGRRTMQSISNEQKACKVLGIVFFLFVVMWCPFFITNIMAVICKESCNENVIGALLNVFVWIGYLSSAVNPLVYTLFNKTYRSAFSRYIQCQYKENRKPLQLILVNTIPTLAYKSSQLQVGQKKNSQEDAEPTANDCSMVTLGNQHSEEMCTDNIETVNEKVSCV
CaV13 FRET inh: Disruptors of the CACNA1D IQ motif to Ca2+-dependent inactivation inhibitor domain association, primary screening, Förster resonance energy transfer in intact living …. HEK cells, CFP/YFP FRET ICDI-IQ, plate reader, 10 min; percent FRET-ratio fall versus neutral wells. inhibition, % at 12.3 µM. hit rate 0.098% among 340,000;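 active means mean replicate inhibition of at least 30% and at least 1% of replicates passing that level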;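 further: 0% = median of the neutral control wells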
hiPSC survival: enhancers of human iPSC single-cell survival | hiPSC single-cell survival, ATPlite luminescence; 100% = ROCK inhibitor wells, 0% = DMSO | survival enhancement, % at 20 µM | hit rate 0.044% among 360,000 | AID 602274; in the data active means survival enhancement above about 18%;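 further: cells exposed to compounds for 16 hours before the ATP read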
Cardio protect: myocardial damage modulation in H9c2 cells; H9c2 cardiomyocytes, H2O2 injury protection, ATPLite, 2 h; protection from H2O2 cell death, % at 20 µM; hit rate 0.63% among 360,000; AID 588492;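 active means compounds giving at least 50% protection of heart cells from peroxide-induced death in the single-dose screen, raw or plate-pattern-corrected value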;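 further: 0% = DMSO wells with peroxide and 100% = DMSO wells without peroxide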
HIF-2a inh: blocks HIF-2a reporter activity. 786-0 RCC cells HIF-2a reporter, luciferase luminescence, overnight. inhibition, % at 18.8 µM. hit rate 0.72% among 360,000. AID 624352;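 active means inhibition of the luminescence signal of 40% or more relative to plate controls, in a single-dose primary screen at 18.75 µM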
NR2E3 ag-1: agonists of human NR2E3 nuclear receptor | Q9Y5X4 | CHO-S Gal4-NCOR/VP16-NR2E3 two-hybrid, luciferase | inhibition of corepressor binding, % at 3.98 µM | hit rate 0.35% among 360,000 | AID 602229;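 active means inhibition above the mean of all tested compounds plus 3 SD, cut at about 70% in these data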;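 further: 0% = DMSO with NR2E3 transfected cells and 100% = cells lacking NR2E3 construct; higher means lower luciferase signal from less NR2E3 corepressor binding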
Target sequence (Q9Y5X4 whole entry, looked up, the tested form may be a part): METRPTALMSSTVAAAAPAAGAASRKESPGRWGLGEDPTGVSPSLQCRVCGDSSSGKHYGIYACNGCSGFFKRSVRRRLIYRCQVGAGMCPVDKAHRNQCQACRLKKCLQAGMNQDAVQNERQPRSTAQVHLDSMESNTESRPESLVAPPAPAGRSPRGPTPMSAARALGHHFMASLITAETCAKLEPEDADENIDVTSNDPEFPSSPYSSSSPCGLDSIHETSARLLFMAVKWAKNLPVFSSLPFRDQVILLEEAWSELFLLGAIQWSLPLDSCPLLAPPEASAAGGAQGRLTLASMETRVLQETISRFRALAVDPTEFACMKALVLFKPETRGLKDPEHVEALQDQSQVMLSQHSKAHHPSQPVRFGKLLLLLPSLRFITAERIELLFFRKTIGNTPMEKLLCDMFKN
Shn3 inh set2: reduces Shn3 3'UTR luciferase signal in osteoblasts | AID 588674 | inhibition, % at 12.5 µM | hit rate 0.52% among 360,000 | Clone20 osteoblast Shn3 3'UTR firefly luciferase, 24 h;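 active means mean inhibition of at least 75% with every replicate also reaching 75%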;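 further: 0% = median of neutral control wells and 100% = pilot-screen positive control compound; some compounds past the cut are filed as inactive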
NR2E3 ag-2: agonists of human nuclear receptor NR2E3; Q9Y5X4; GST-NR2E3/biotin-RetCOR TR-FRET, 1536-well; inhibition of corepressor binding, % at 4.78 µM; hit rate 0.12% among 320,000; AID 2300;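 active means percent inhibition above the cutoff of mean plus 3 SD of all tested compounds, set per screening campaign, cut at about 20% in these data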;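 further: 0% = DMSO wells and 100% = biotin wells as full block of FRET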
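system = GST-tagged NR2E3 plus biotinylated RetCOR corepressor | input = 1.35 nM GST-NR2E3 | also added = 7 nM biotin-RetCOR | schedule = 5 h incubation at 4 °C | measured by = TR-FRET with europium anti-GST and streptavidin-D2, 340 nm excitation | read-out = percent loss of FRET ratio relative to control wells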
MITF TRPM1 inh: reduces MITF-dependent TRPM1 promoter luciferase signal | hit rate 0.83% among 330,000 | AID 488899 | SK-MEL-5 TRPM1 promoter luciferase, 24 h | inhibition, % at 12.5 µM;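 active means mean inhibition across replicates of 60% or more, whatever share of single replicates reaches that level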; further: values of inactives mirror those of a sister screen read the other way
* = called active by the depositor; nt = no result given.

SMILES | Peg3 prom inh | PDI turbidity | HTR2A ag | CaV13 FRET inh | hiPSC survival | Cardio protect | HIF-2a inh | NR2E3 ag-1 | Shn3 inh set2 | NR2E3 ag-2 | MITF TRPM1 inh
CCc1ccc(C2CC(=O)Nc3c2c(=O)nc2c(C)cccn32)cc1 (centres undefined) | -5 | 2 | -5 | -3 | -1.0 | -6 | 3 | 13 | 10 | 2 | 6
COC(=O)c1sccc1NC(=O)c1c(C)noc1C | -4 | 19 | 3 | -2 | -1.1 | 13 | 3 | -3 | -17 | 1 | -28
CCCNC(=O)Cn1nc(-c2ccccc2OC)ccc1=O | -2 | 0 | -2 | -5 | -0.9 | -2 | 2 | -24 | -22 | nt | nt
Cc1c(C(=O)Nc2ccccn2)oc2ccc(Br)cc12 | -214 | -2 | -7 | -6 | 0.5 | -13 | -213 | -116 | -72 | 2 | -5
CN(C(=O)C1CCOC1)c1nnc(-c2ccccn2)s1 (centres undefined) | -139 | -2 | 4 | nt | -1.0 | -8 | -160 | -98 | -82 | -3 | -74
CCOC(=O)c1c(CN2CCCCC2)n(C)c2ccc(OC)c(S(=O)(=O)c3ccccc3)c12 | 12 | -8 | -1 | -2 | 1.0 | 4 | 15 | -31 | 4 | 1 | 10
CC(C)(C)Cc1nnc(NC(=O)c2ccco2)s1 | -64 | -48 | 6 | -2 | -0.7 | -3 | -131 | -48 | -43 | 7 | -25
CCCn1c(=N)c(S(=O)(=O)c2ccccc2)cc2c(=O)n3ccccc3nc21 | 26 | 1 | -1 | 129* | -0.2 | 25 | 21 | 5 | 14 | -2 | 5
COC(=O)CC1(C(=O)OC)Oc2ccc(Br)cc2C(=O)N1c1cccc(Cl)c1Cl (centres undefined) | 47 | 4 | 1 | -5 | 0.5 | 1 | 26 | -12 | 18 | 2 | 24
CCOCCCNS(=O)(=O)c1ccc(NC(=O)C2CC(=O)N(c3ccc(C)cc3)C2)cc1 (centres undefined) | 2 | 3 | -3 | -2 | -0.2 | -8 | 13 | -14 | 8 | 0 | 14
CCOC(=O)c1cn(CC2CC2)c2cc(F)c(F)cc2c1=O | 4 | 15 | -1 | -6 | 3.2 | -4 | 14 | -13 | 0 | 1 | 8
Clc1cccc(Cl)c1COc1ccccc1CNn1cnnc1 | 28 | 7 | -1 | -10 | -0.1 | 15 | 16 | -29 | 18 | -2 | 25
COc1ccc(NC(=O)c2cccc(NC(=O)C(C)C)c2)c([N+](=O)[O-])c1 | -89 | -8 | -3 | -24 | 0.2 | -7 | -139 | -25 | -30 | 5 | -40
CCOC(=O)c1cnn(-c2ccc(F)cc2)c1N | -20 | -1 | 2 | -5 | -0.8 | -1 | -37 | -32 | -12 | 1 | -1
Cc1cccc(Cc2ncc(C(F)(F)F)cc2Cl)c1 | 1 | -4 | 2 | -4 | 1.0 | -5 | 17 | -38 | 0 | 3 | 3
CCCCN1C[C@H](c2ccccc2)[C@@H](CC(=O)NC)C1=O | -7 | 0 | 9 | -4 | 6.3 | 10 | -20 | -6 | -6 | nt | nt
CCOc1ccc(Cl)cc1S(=O)(=O)N1CCN(c2ccc(C)c(C)c2)CC1 | 20 | 4 | -10 | -8 | 0.7 | -8 | 24 | -14 | 11 | 1 | 3
C=Cn1c(N2CCOCC2)nc2c1c(=O)[nH]c(=O)n2C | -7 | 1 | 2 | 0 | -0.6 | 2 | 15 | -16 | 10 | 1 | 8
CN=C1SC(CC(=O)Nc2ccccc2F)C(=O)N1/N=C/c1ccc(O)c(OC)c1 (centres undefined) | -28 | 1 | -5 | -5 | 0.6 | 25 | -33 | -4 | -3 | -3 | -17
FC(F)(F)c1ccccc1CN1CCC(Cc2ccccc2)CC1 | 15 | -5 | nt | -6 | 1.3 | -8 | 16 | nt | 9 | -4 | 5
C#CCSc1nc(N)c2c(n1)OC(N)=C(C#N)C2c1cccnc1 (centres undefined) | 15 | 3 | 2 | 2 | 0.2 | 4 | 7 | -39 | 3 | 4 | -9
CCCN1CCN(c2nc3c([nH]2)c(=N)ncn3CC(O)CO)CC1 (centres undefined) | 4 | 1 | 11 | -2 | 0.0 | 4 | 6 | 0 | 2 | -2 | 2
C[C@H](NC(=O)c1nc[nH]c1C(=O)NCc1ccc(CNC(=O)OC(C)(C)C)cc1)C(=O)OCc1ccccc1 | 8 | 7 | 0 | -6 | 2.0 | 26 | 7 | -22 | 47 | nt | 3
Cc1nn(-c2ccccc2)c(N)c1N=Nc1ccc(Cl)cc1 | -279 | 29 | -10 | -5 | -0.1 | -3 | -309 | -111 | -36 | -1 | -21
N/C(=N\OC(=O)/C=C/c1ccccc1Cl)c1cccnc1 | -343 | 0 | 1 | -5 | -0.7 | -6 | -343 | -39 | -99 | -4 | nt
COc1ccc([C@H]2CC(=O)C=C(c3cc(Cl)ccc3C)C2)cc1 | 20 | 3 | 4 | -5 | 5.9 | -18 | 2 | -14 | 7 | 3 | 2
CCCCCC(=O)Nc1ccc2oc(-c3cncc(Br)c3)nc2c1 | -117 | -10 | -2 | -8 | 0.6 | 1 | -157 | -32 | -26 | 0 | -20
C=CCn1c(COc2ccccc2)nnc1SCC(=O)C(C)(C)C | 1 | -8 | -1 | nt | 0.1 | -5 | 7 | 7 | 3 | -1 | 1
O=[N+]([O-])c1nn(-c2ccc3c(c2)OCCO3)n(O)c1=NC1CCCCC1 | -114 | -16 | -1 | -6 | -2.7 | 4 | -93 | -16 | -17 | 4 | -1
CC1=C(C(=O)Nc2ccc(C(=O)NCCCN3CCCCC3C)cc2)SCCO1 (centres undefined) | -10 | -5 | -5 | -7 | -2.1 | 0 | 15 | 6 | -12 | nt | nt
NC(N)=N/N=C/c1ccc(OS(=O)(=O)c2ccccc2)cc1 | 22 | 2 | -5 | -3 | -2.2 | -6 | -19 | 12 | 6 | 0 | -7
Cc1ccc(CN2CCN(Cc3nc4ccccc4nc3C)CC2CCO)cc1 (centres undefined) | 10 | -9 | -6 | -4 | -0.7 | 7 | 14 | -8 | -7 | -2 | 8
COc1ccc(/C=N/NC(=O)c2cccc([N+](=O)[O-])c2)cc1OC(=O)c1ccc(C)cc1 | -16 | 9 | 20* | -5 | 0.8 | 9 | -38 | -25 | -31 | 3 | 4
Clc1ccc(-c2nnc3sc(Cc4cccs4)nn23)cc1 | -22 | 3 | -2 | -5 | 7.1 | 6 | -25 | -37 | -15 | 0 | 16
O=C(O)CCCN1C(=O)c2ccc(C(=O)c3cccc([N+](=O)[O-])c3)cc2C1=O | 10 | -3 | 6 | -3 | -0.7 | -7 | 10 | -5 | -13 | 2 | 8
Cc1ccc(NC(=O)CSc2nnnn2C)cc1S(=O)(=O)N1CCCCC1 | 13 | 14 | 0 | -5 | 1.1 | 2 | 3 | -45 | 1 | nt | nt
CCC1=NN2C(=N)/C(=C\c3cccn3-c3cccc(Cl)c3)C(=O)N=C2S1 | 16 | -2 | 0 | -5 | -0.1 | 3 | 17 | -19 | 9 | 1 | 3
O=C(Nc1cnn(C23CC4CC(CC(C4)C2)C3)c1)c1cc(-c2ccccc2)on1 | 15 | 3 | 3 | -4 | -1.8 | -2 | 27 | -7 | 13 | 0 | -2
O=[N+]([O-])c1ccccc1C1Nc2cccc3cccc(c23)N1 | 7 | 5 | 2 | -4 | -0.4 | -9 | 23 | 5 | -5 | -2 | 14
O=C(CN(c1ccccc1)S(=O)(=O)c1ccccc1)N/N=C/c1ccco1 | 6 | 2 | -4 | -3 | -0.8 | 6 | 12 | -8 | -3 | 1 | -10
COc1cccc(CNc2nc3cc(-c4ccc(F)cc4)sc3c(=O)n2C)c1OC | -42 | -8 | -1 | -17 | -0.6 | -18 | -94 | 0 | 27 | nt | nt
COCCNC(=O)C(c1ccc(F)cc1)N(CC1CCCO1)C(=O)CCC(=O)Nc1ccccn1 (centres undefined) | 16 | 11 | -5 | -1 | 1.2 | 6 | 19 | -18 | -25 | nt | 18
O=S(=O)(c1ccc(Cl)cc1)N1CCC(O)(c2cccnc2)CC1 | 22 | 8 | 3 | -5 | -0.5 | -3 | -5 | -15 | 14 | -1 | -9
COc1ccc(C2CC(=O)c3sc(N)nc3C2)cc1 (centres undefined) | -15 | 3 | 0 | -4 | 1.8 | -2 | -31 | -27 | -3 | 0 | -14
CC1CCc2[nH]c3ccc(C(=O)O)cc3c2C1 (centres undefined) | -17 | 2 | -2 | -4 | 0.4 | 4 | 9 | -2 | -43 | 4 | 3
COC(=O)c1c(NC(=O)COC(=O)CCNS(=O)(=O)c2ccc(NC(C)=O)cc2)sc(C)c1C | -12 | 3 | -6 | -6 | 2.2 | -4 | -8 | -9 | 6 | -5 | 0
O=C(N1CCCC1)N1CCN(S(=O)(=O)c2ccccc2)CC1 | 17 | -2 | -3 | -2 | -0.2 | 5 | 12 | 3 | -3 | 4 | -8
CC(C)(C)OC(=O)N1Cc2[nH]c3ccccc3c2C[C@@H]1C(=O)O | -9 | 12 | -5 | -2 | -0.1 | -3 | 9 | -18 | -64 | 3 | 10
COc1ccc([C@H]2CC(=O)C=C(c3cc(F)ccc3OC)C2)cc1 | 24 | -13 | -5 | -10 | 0.4 | -5 | 11 | -37 | -22 | 1 | 15
O=C(NCc1ccco1)C1Cc2ccccc2CN1C(=O)c1ccco1 (centres undefined) | -9 | -1 | 0 | -4 | -0.5 | -4 | -15 | 0 | -12 | 5 | -15
COCC1CCN(C(=O)CCc2nnc(C3(c4ccc(Cl)cc4)CCC3)o2)CC1 | -42 | -4 | 4 | -5 | -0.2 | 4 | -77 | -52 | -20 | 0 | -23
CCc1ccc2[nH]c(=O)c(CN(CCN(C)C)C(=S)NCc3ccco3)cc2c1 | -11 | -3 | -6 | -2 | -0.5 | -1 | 14 | 0 | -9 | 4 | -4
O=C(NCC1CCCO1)c1ccc(N2C(=O)C3CCCCC3C2=O)cc1 (centres undefined) | -4 | 1 | 8 | -2 | -0.3 | 1 | 20 | -35 | -6 | -1 | 0
CCOC(=O)CSc1nc2c(sc(=S)n2-c2ccccc2OC)c(=O)n1Cc1ccco1 | 24 | -1 | -1 | -5 | 8.9 | 12 | 4 | -28 | 21 | 2 | 7
CCOc1nc(CC(C)C)c2c(c1C#N)CC(C)(C)OC2 | -2 | -1 | -1 | -5 | 0.6 | -7 | 20 | 5 | 14 | 0 | 1
Cc1ccc(CN2CCSc3ccc(C(=O)NCCCN4CCN(C)CC4)cc32)cc1 | 9 | 7 | -8 | -3 | -0.1 | -4 | 12 | 0 | -10 | 6 | -5

No enrichment for hits, and some 3.9% of all compounds hit somewhere here.
